Source: PubChem BioAssay (Sanford-Burnham Center for Chemical Genomics)
SENP8 block-1 = inhibitors of human SENP8 protease | AID 602440 | recombinant SENP8, Nedd8 substrate fluorescence | inhibition, % at 20 µM | Q96LD8 | hit rate 0.64% among 360,000; in the data active means inhibition mostly above about 40%, no sharp cut-off; inactive means mostly below about 27%
SENP7 block = blocks the human protease SENP7. hit rate 1.5% among 330,000. recombinant SENP7, Z-RLRGG-aminoluciferin luminescence, 40 min. inhibition, % at 5 µM. Q9BQF6;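 active means inhibition above about 50% at the single test dose, limit read from the data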;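 further: plate controls were DMSO with enzyme for no effect and no enzyme buffer wells for full effect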
Target sequence (Q9BQF6 706-1050 limits assumed): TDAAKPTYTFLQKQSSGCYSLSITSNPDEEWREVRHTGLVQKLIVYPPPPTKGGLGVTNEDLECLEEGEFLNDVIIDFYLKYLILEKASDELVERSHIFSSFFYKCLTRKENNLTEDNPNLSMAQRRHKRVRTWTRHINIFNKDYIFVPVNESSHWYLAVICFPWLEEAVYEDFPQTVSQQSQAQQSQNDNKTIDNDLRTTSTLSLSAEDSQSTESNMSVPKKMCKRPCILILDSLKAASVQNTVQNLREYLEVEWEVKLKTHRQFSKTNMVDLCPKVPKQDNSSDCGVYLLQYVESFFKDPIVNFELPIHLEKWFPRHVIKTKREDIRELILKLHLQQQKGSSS
UBC13 polyUb = human UBC13 polyubiquitination inhibition; P61088; UBC13 polyubiquitin chain formation, TR-FRET; inhibition, % at 20 µM; hit rate 0.47% among 330,000; AID 485273; in the data active means inhibition above about 45%, passing the limit was not always enough
Target sequence (P61088 whole entry, looked up): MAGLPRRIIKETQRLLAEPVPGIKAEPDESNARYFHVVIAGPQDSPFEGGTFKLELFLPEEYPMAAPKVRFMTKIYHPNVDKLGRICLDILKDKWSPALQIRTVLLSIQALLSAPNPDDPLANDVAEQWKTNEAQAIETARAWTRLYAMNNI
Apaf-1 inh = inhibitors of human Apaf-1 apoptosome. O14727. reconstituted apoptosome caspase-3 activity, DEVD-Rh110 fluorescence. inhibition, % at 20 µM. hit rate 0.71% among 330,000. AID 489030; active means inhibition of at least 40% at 20 µM;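 further: plate controls were DMSO wells for no effect and DEVD-CHO caspase inhibitor wells for full effect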
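Material: reconstituted apoptosome with Apaf-1, cytochrome c, caspase-9, procaspase-3, dATP. Technique: Rh110 fluorescence intensity. Buffer or medium: pH 7.5 Hepes buffer with CHAPS, BSA, DTT. Times: 30 min plus 50 min, RT.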
SENP8 block-2 = blocks the human protease SENP8. Q96LD8. purified SENP8, Z-RLRGG-aminoluciferin cleavage, luminescence. inhibition, % at 10 µM. hit rate 1.2% among 330,000. AID 2540; in the data active means inhibition above about 50%
A3G deaminase = inhibitors of human APOBEC3G DNA deaminase; Q9HC16; recombinant A3G, ssDNA deamination FAM/TAMRA fluorescence; inhibition, % at 20 µM; hit rate 0.28% among 330,000; AID 493012;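 active means inhibition of at least 40% at 20 µM, with no more than 30% in the related APOBEC3A deaminase screen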;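 further: plate controls were DMSO wells with A3G for no effect and wells lacking A3G enzyme for full effect; some compounds called inactive have numbers as strong as hits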
SENP6 inh = SENP6 protease inhibition | Q9GZR1 | Recombinant SENP6 catalytic domain, aminoluciferin luminescence | inhibition, % at 10 µM | hit rate 1.8% among 330,000;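 active means inhibition above about 50% at the single tested dose, limit read from the data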;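 further: plate controls were DMSO wells with enzyme for no effect and DMSO wells lacking enzyme for full effect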
Target sequence (Q9GZR1 628-1112 limits assumed): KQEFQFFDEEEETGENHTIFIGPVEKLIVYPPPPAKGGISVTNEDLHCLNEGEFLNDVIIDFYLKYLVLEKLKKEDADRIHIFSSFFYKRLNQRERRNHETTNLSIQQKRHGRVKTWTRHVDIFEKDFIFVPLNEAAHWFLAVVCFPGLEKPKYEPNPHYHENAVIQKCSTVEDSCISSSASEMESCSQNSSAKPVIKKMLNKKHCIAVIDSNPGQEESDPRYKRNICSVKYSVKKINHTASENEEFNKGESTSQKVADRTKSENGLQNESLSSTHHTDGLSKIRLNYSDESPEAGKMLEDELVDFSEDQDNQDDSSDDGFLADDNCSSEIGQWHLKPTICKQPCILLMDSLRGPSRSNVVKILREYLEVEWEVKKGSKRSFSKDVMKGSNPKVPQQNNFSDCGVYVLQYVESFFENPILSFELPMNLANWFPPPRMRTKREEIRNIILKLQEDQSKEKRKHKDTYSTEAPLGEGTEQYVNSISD
SENP1 FRET inh = SENP1 (human) catalytic domain inhibition; recombinant SENP1 catalytic domain, CyPet-SUMO1-YPet FRET cleavage; inhibition, % at 10 µM; hit rate 0.21% among 360,000; AID 624204;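 active means inhibition at least 30% at 10 µM, raw YFP signal under a set limit, fluorescence ratio 0.5 to 1.5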;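 further: 0% = enzyme with DMSO and 100% = no enzyme wells; some results filed as inactive read as strong as hits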
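Material – human SENP1 catalytic domain · Input – SENP1 enzyme, 20 pM final · Compound dosing – single concentration of 10 µM compound, 0.5% DMSO final · Timing – enzyme reaction for 50 min at room temperature, dark · Measured by – FRET fluorescence in CFP and YFP emission channels · Control set – no-enzyme wells low, DMSO-plus-enzyme wells high control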
* = called active by the depositor; / = not tested or not shown.

molecule | SENP6 inh | Apaf-1 inh | UBC13 polyUb | SENP8 block-2 | SENP7 block | A3G deaminase | SENP8 block-1 | SENP1 FRET inh
C/C(=N\OC(=O)Nc1ccccc1)c1cnn(-c2cc(C(F)(F)F)cc(C)n2)c1C | -19 | -11 | 4 | 4 | -2 | -11 | 20 | 0
O=C(Nc1cccc(C(=O)N2CCOCC2)c1)c1ccccc1Cl | -5 | -8 | -9 | 1 | 9 | 10 | 0 | 2
CCNc1nc(NC(C)CC)nc(ON=C(C)C)n1 (stereo not drawn) | -3 | -5 | -4 | -8 | -10 | -5 | 10 | 2
Cc1c(Cl)c(C(F)(F)F)nn1CC(=O)NCc1ccccc1 | -1 | -3 | 3 | -1 | -2 | -10 | 6 | 3
CCOC(=O)C(Cc1ccccc1)c1ccnc2ncnn12 (stereo not drawn) | -18 | -8 | -7 | -6 | 7 | -3 | -3 | -6
Cc1ccc(S(=O)(=O)N2CCN(C(=O)COC(=O)CCOc3ccccc3C)CC2)c(C)c1 | 6 | 20 | 2 | -9 | 4 | 15 | 5 | 3
OCCC1CN(Cc2cccn2-c2cccnc2)CCN1C1CCCCC1 (stereo not drawn) | -5 | 0 | -10 | -4 | -5 | -2 | 12 | 0
Cn1c(C(=O)O)c(CC(=O)Nc2ccc3c(c2)OCCO3)c2ccccc21 | -6 | -1 | 1 | -4 | 3 | -4 | -2 | -2
Cc1ccc(NC(=O)c2ccc(OCc3c(C)noc3C)cc2)c(C)c1 | -22 | 5 | 4 | -7 | -16 | -7 | 5 | 2
Cc1noc(C)c1S(=O)(=O)N1CCC(C(=O)N2CCN(c3ccc(F)cc3)CC2)CC1 | -11 | 4 | 4 | 3 | -10 | -3 | / | /
COc1ccc(NC(=S)Nc2ccc(F)cc2)c(OC)c1 | -10 | -8 | 9 | 1 | 5 | 0 | 11 | 1
COc1ccc(CNc2ncccn2)cc1OC | 15 | -1 | 2 | 8 | 8 | -2 | 10 | 0
NC(=O)C1CCN(c2nc(-c3cccnc3)cs2)CC1 | 13 | 9 | 7 | 8 | -4 | 1 | -372 | -34
O=C(Nc1ccccc1-c1ccccc1)NC1CC2CCCC(C1)N2CCc1ccccc1 (stereo not drawn) | 17 | -1 | 22 | 4 | -4 | -6 | 6 | 2
CN(C)C(CNc1ccc(S(C)(=O)=O)cc1[N+](=O)[O-])Cc1ccccc1 (stereo not drawn) | -11 | 5 | -10 | 1 | 8 | -3 | 23 | 0
Cc1sc(-n2c(C)ccc2C)c(C#N)c1C | -8 | 4 | -1 | -17 | -8 | 5 | -6 | -4
Cc1cc(C(=O)COc2ccc(-c3nnco3)cc2)c(C)n1Cc1ccccc1 | 10 | 22 | 2 | -6 | -3 | -2 | -1 | -2
CC1CCc2sc(C(=O)NN=C3CCC(c4ccccc4)CC3)cc2C1 (stereo not drawn) | -8 | 4 | 1 | 3 | 2 | -3 | 5 | -3
COC(=O)c1cc(C(=O)OCC(=O)NC2CCCCCCC2)cc([N+](=O)[O-])c1 | 9 | 0 | 8 | -9 | 5 | -7 | 1 | 2
COc1ccc(S(=O)(=O)N2CCOCC2)cc1NC(=O)CSc1ncccn1 | 7 | -5 | 8 | 7 | 1 | -5 | 8 | -1
CCCC(=O)n1nc(NCc2ccc(OC)cc2)nc1NCc1ccc(OC)cc1 | -32 | -6 | -5 | 3 | 3 | -6 | 20 | 0
CCN(CC)C(=O)Cn1cc(SCC(=O)Nc2cc(C)on2)c2ccccc21 | -12 | 2 | -14 | -3 | -14 | -3 | -24 | 2
Cc1cc(C)nc(SCc2nc(N)nc(-c3ccccc3O)n2)n1 | -10 | 8 | 6 | 4 | 1 | 0 | 12 | 3
Cc1oc(-c2cccc(Cl)c2)[n+]([O-])c1C | -12 | -1 | -1 | -7 | -1 | 1 | 1 | 2
CCn1nnnc1SCC(=O)N1c2ccccc2NC(=O)CC1C (stereo not drawn) | 8 | -8 | 3 | 0 | 1 | -3 | 12 | 2
CC(OC(=O)c1cc(=O)[nH]c2ccccc12)c1ccccc1 (stereo not drawn) | -16 | 11 | 14 | -2 | 2 | -3 | -60 | 0
CCNC(=S)N(Cc1cc2c(C)ccc(C)c2[nH]c1=O)C1CCCC1 | 9 | 12 | 4 | -1 | 2 | -4 | -37 | 2
O=C(CN1C(=O)CSc2ccc(S(=O)(=O)N3CCOCC3)cc21)NCCCN1CCc2ccccc2C1 | 9 | -4 | 9 | -1 | 5 | -6 | -7 | -61
CCN(CC)S(=O)(=O)c1ccc(N2CCOCC2)c(NC(=O)c2ccccc2F)c1 | -28 | 10 | 0 | -7 | -6 | -5 | 4 | 2
O=C(NCCc1ccc2c(c1)OCCO2)c1cc(S(=O)(=O)N2CCCC2)ccc1Cl | -14 | 7 | 4 | -15 | 2 | -3 | 2 | 1

Further compounds follow.
molecule | SENP6 inh | Apaf-1 inh | UBC13 polyUb | SENP8 block-2 | SENP7 block | A3G deaminase | SENP8 block-1 | SENP1 FRET inh
CCN(CC(=O)Nc1c(F)cccc1F)C(=O)CNC(=O)c1cccs1 | -14 | -4 | -3 | -18 | -16 | -12 | 8 | 2
CC(C)OC(=O)c1cccnc1N1CCN(c2ccc(F)cc2)CC1 | 2 | 7 | -8 | -7 | -12 | -1 | 2 | 1
CSCCC(NC(N)=O)C(=O)Nc1ccc2ccccc2c1 (stereo not drawn) | 16 | 8 | -5 | 4 | -7 | 1 | 0 | 1
COC(=O)C(NC(=O)CCC(=O)NC(C(=O)OC)c1ccccc1)c1ccccc1 (stereo not drawn) | -17 | -27 | -5 | -17 | 7 | -10 | 20 | 2
Cc1ccc2[nH]c(=O)c(C(c3nnnn3CC3CCCO3)N3CCOCC3)cc2c1 (stereo not drawn) | -4 | 3 | -4 | -1 | -2 | -6 | -79 | -1
COc1ccc(CNC(=O)Cn2c(=O)oc3ccccc32)cc1OC | 4 | -5 | 4 | 5 | 4 | -1 | 4 | 3
CC(C)OC(=O)Cc1nc2sc(-c3ccccc3)cc2c(=O)[nH]1 | 4 | 20 | 5 | 0 | -3 | -8 | -190 | -24
COc1ccc(CC(=O)NNC(=O)CCc2ccccc2)cc1OC | -10 | -2 | 4 | 0 | 3 | -2 | 3 | 2
O=C(CCC(=O)OCC(=O)c1ccc(Cl)cc1)NC1CCCCC1 | -26 | 7 | -2 | -11 | -5 | -5 | 18 | 1
O=C(CC12CCC(CC1)C2)NCc1ccc2c(c1)OCO2 | -2 | 3 | 2 | -3 | 2 | -3 | 8 | -3
CCCc1nn(C)c(C(=O)Nc2cccc(C)c2)c1Cl | -4 | 16 | -6 | -23 | -16 | -8 | 0 | 0
Cc1ccc(NC(=S)N(CCC(C)C)C(C)c2ccncc2)c(Cl)c1 (stereo not drawn) | -20 | 2 | -4 | 0 | 13 | 2 | 8 | 2
O=C(Nc1cc(S(=O)(=O)N2CCOCC2)ccc1OCC(F)(F)F)c1ccc(N2CCCC2=O)cc1 | -14 | 5 | -1 | 2 | 5 | -12 | 5 | 0
O=C(Nc1cccc2cccnc12)c1cccc([N+](=O)[O-])c1 | 9 | -342 | 8 | -9 | -3 | -8 | 8 | -1
O=C(N/N=C/c1cn[nH]c1-c1ccccc1)c1ccco1 | -36 | 14 | -4 | -6 | -5 | -2 | -6 | 3
COC(=O)CN1C(=O)[C@@H]2[C@H](C1=O)[C@@H]1CC(C(=O)OC)=C[C@@H](C(=O)OC)[C@@H]3C1=C(C(=O)[C@@]3(C)NC(=O)c1ccccc1)[C@@H]2C | -3 | -11 | 0 | -4 | -5 | -11 | 17 | 16
Cc1c(Cl)cccc1NC(=O)CSCC(N)=O | 5 | -27 | 4 | 3 | -2 | -7 | 4 | 3
CC(C)c1ccc(NC(=O)COC(=O)C2CCCCC2)cc1 | 2 | 10 | 10 | 2 | -3 | -5 | 14 | 2
Cc1ccc(NC(=O)C2CCN(S(=O)(=O)c3cccc(C(F)(F)F)c3)CC2)nc1 | -14 | 15 | -5 | -16 | 5 | 3 | 3 | 0
O=C(COC(=O)c1ccc(S(=O)(=O)N2CCOCC2)cc1)NCc1cccs1 | 20 | 0 | 1 | 1 | -3 | -3 | 1 | 2
CC(=O)c1c(C)[nH]c(C(=O)N2CCN(c3ccccn3)CC2)c1C | 4 | 7 | 1 | 3 | 10 | -1 | 13 | -1
CC1CCCCN1C(=O)C1CCCN(S(=O)(=O)c2cccc3nsnc23)C1 (stereo not drawn) | -2 | 4 | -3 | -2 | 1 | -2 | 16 | 2
COc1ccc(NC(=O)c2ccccc2NC(=O)c2ccccc2C(=O)O)c(OC)c1 | -26 | -2 | 7 | -7 | -11 | -10 | -15 | 2
N#Cc1ccc(C(=O)Nc2cc(-c3ccccc3)nn2-c2ccccc2)cc1 | 3 | 6 | 8 | -5 | -1 | -13 | 2 | 2
Cc1cc(C)c(S(=O)(=O)c2ccccc2)c(=O)[nH]1 | 9 | 1 | 3 | 3 | 8 | -5 | -12 | 2

2 entries from above, reformatted:
Each structure is followed by: SENP6 inh, Apaf-1 inh, UBC13 polyUb, SENP8 block-2, SENP7 block, A3G deaminase, SENP8 block-1, SENP1 FRET inh
O=C(NCCc1ccc2c(c1)OCCO2)c1cc(S(=O)(=O)N2CCCC2)ccc1Cl
 : -14, 7, 4, -15, 2, -3, 2, 1
CCN(CC(=O)Nc1c(F)cccc1F)C(=O)CNC(=O)c1cccs1
 : -14, -4, -3, -18, -16, -12, 8, 2

Gathered by group: the compounds so far containing an aryl methoxy group (7)
molecule | SENP6 inh | Apaf-1 inh | UBC13 polyUb | SENP8 block-2 | SENP7 block | A3G deaminase | SENP8 block-1 | SENP1 FRET inh
COc1ccc(NC(=S)Nc2ccc(F)cc2)c(OC)c1 | -10 | -8 | 9 | 1 | 5 | 0 | 11 | 1
COc1ccc(CNc2ncccn2)cc1OC | 15 | -1 | 2 | 8 | 8 | -2 | 10 | 0
COc1ccc(S(=O)(=O)N2CCOCC2)cc1NC(=O)CSc1ncccn1 | 7 | -5 | 8 | 7 | 1 | -5 | 8 | -1
CCCC(=O)n1nc(NCc2ccc(OC)cc2)nc1NCc1ccc(OC)cc1 | -32 | -6 | -5 | 3 | 3 | -6 | 20 | 0
COc1ccc(CNC(=O)Cn2c(=O)oc3ccccc32)cc1OC | 4 | -5 | 4 | 5 | 4 | -1 | 4 | 3
COc1ccc(CC(=O)NNC(=O)CCc2ccccc2)cc1OC | -10 | -2 | 4 | 0 | 3 | -2 | 3 | 2
COc1ccc(NC(=O)c2ccccc2NC(=O)c2ccccc2C(=O)O)c(OC)c1 | -26 | -2 | 7 | -7 | -11 | -10 | -15 | 2
